Bioassay records (PubChem BioAssay)
H1N1 NS1A inhibition: NS1A inhibition, H1N1 influenza, cell based functional assay (AID 504329) | NS1A functional cell-based assay, percent inhibition; higher % means a stronger effect | inhibition, % at 12.5 µM, or IC50 in µM where a hit was titrated | 340,000 tested, 0.3% active; in the data active = a potency from the dose series; inconclusive = inhibition above about 27% without an active follow-up result; note: strong numbers were not always called active
VEEV TC-83 Vero: inhibitors of VEEV TC-83 cytopathic effect, confirmation, Vero cells (AID 588727). Vero cells, VEEV TC-83 cytopathic effect inhibition; higher % means a stronger effect. inhibition, % at 20 µM; hits with a dose series show IC50 in µM. 350,000 tested, 0.13% active; in the data active = a potency from the dose series; inconclusive = inhibition mostly from about 14% at the one dose, without a potency; inactive = the rest, 99 in 100 with inhibition below about 12%; note: strong numbers were not always called active
H37Rv inhibition: M. tuberculosis growth inhibition, HTS (AID 449762) | 330,000 tested, 0.59% active | M. tuberculosis H37Rv growth inhibition, 7H9 media; higher % means a stronger effect | inhibition, % at 25 µM, or IC50 in µM where a hit was titrated; in the data active = a potency from the dose series; inconclusive = inhibition above about 70% without an active follow-up result;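 note: bacterial growth assessed after seven days of incubation; strong numbers were not always called active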
PhoP GFP inhibition: PhoP regulon inhibitors, Salmonella typhi PhoP promoter GFP reporter, confirmatory (AID 1850); Salmonella Typhi PhoP-promoter GFP reporter, fluorescence, 4 h; higher % means a stronger effect; one-dose inhibition, % at 50 µM; IC50 in µM for titrated hits; 310,000 tested, 0.33% active; in the data active = a potency from the dose series; inconclusive = inhibition mostly from about 25% at the one dose, without a potency; inactive = the rest, 99 in 100 with inhibition below about 19%;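 note: 0% = induced wells with vehicle and 100% = uninduced wells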
M. tuberculosis: growth inhibition of non-replicating M. tuberculosis (AID 488890) | Mycobacterium tuberculosis non-replicating, growth inhibition; higher % means a stronger effect | inhibition, % at 25 µM, or IC50 in µM where a hit was titrated | 320,000 tested, 0.39% active; in the data active = a potency from the dose series; inconclusive = inhibition mostly from about 82% at the one dose, without a potency; inactive = the rest, 99 in 100 with inhibition below about 76%;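 note: plate controls were DMSO cells for no effect and high antibiotic wells for full effect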
Starred values were filed as active, the others as inactive; i = inactive; u = inconclusive; x = no result given. Random draw from the library. About 1.5% of those tested had a hit in this group.

Values run as follows: H1N1 NS1A inhibition | VEEV TC-83 Vero | H37Rv inhibition | PhoP GFP inhibition | M. tuberculosis
1. CCOC(=O)c1c(NC(=O)c2ccno2)c2cc([N+](=O)[O-])ccc2n1C
    14% | 7.0% | 4% | -1% | -12%
2. COc1ccc(C(=O)CC(=O)C(=O)Nc2ccccc2Cl)cc1
    -6% | 3.0% | 4% | -4% | u
3. CCOc1ccc(C2NC(=O)C(C#N)=C(S)N2c2ccc(C)cc2)cc1OC (centres undefined)
    -3% | 0.6% | 1% | 2% | 22%
4. N/C(=N\OC(=O)Cc1ccccc1)c1ccccc1Cl
    -5% | 1.4% | -3% | 4% | 68%
5. Cc1ccccc1S(=O)(=O)Oc1ccc2ccc(O)cc2c1
    3% | 7.0% | 0% | -1% | -2%
6. O=C(Nc1nnc(SCCC2OCCO2)s1)C1CC(=O)N(c2ccc(F)cc2)C1 (centres undefined)
    -2% | 2.6% | 6% | -2% | 14%
7. CCOC(=O)C1CCCN(C(=O)c2ccco2)C1 (centres undefined)
    2% | 1.5% | -4% | 4% | -17%
8. Cc1ccc(/C=C/C2=NN(Cc3ccccc3Cl)C(=O)CC2)cc1
    -3% | 6.5% | 5% | 2% | 14%
9. O=C(NNC(=O)c1ccc(Cl)cc1Cl)c1ccc2ccccc2c1
    0% | 1.0% | x | x | x
10. CCc1ccc(-c2nc(CN3CCC(C(=O)NCc4ccc(F)cc4)CC3)c(C)o2)cc1
    13% | i | u | 0% | u
11. CC(C)Cn1c(N)c(C(=O)NCC2CCCO2)c2nc3ccccc3nc21 (centres undefined)
    -48% | 6.2% | u | 7% | 24%
12. COc1ccc(C2CC(c3ccc(OC)cc3OC(C)=O)=NN2C(=O)c2ccccc2)cc1 (centres undefined)
    3% | 4.5% | 9% | -5% | 32%
13. COc1ccc(C(=O)c2sc(Nc3ccccc3F)nc2N)cc1
    -2% | 7.6% | 21% | 0% | 27%
14. COC(/C=C/Nc1ccc(C)cc1)=C(C#N)C#N
    -1% | 0.6% | -3% | -9% | 0%
15. C=C1CCN([C@@H](Cc2ccccc2)C(=O)O)S(=O)(=O)c2ccccc21
    4% | 0.7% | 7% | -5% | 5%
16. O=C1SC(Cc2ccccc2)C(=O)N1c1ccccc1 (centres undefined)
    x | i | 9% | -15% | -1%
17. COc1ccccc1CNC(=O)C(C)Sc1ccsc1[N+](=O)[O-] (centres undefined)
    5% | i | 9% | 6% | 7%
18. O=C1CN(C(=O)COC(=O)CNC(=O)c2ccc(Br)o2)c2ccccc2N1
    -5% | 0.1% | -10% | 2% | -2%
19. CCN(C(=O)CSc1nnnn1-c1ccccc1)c1c(N)n(Cc2ccccc2)c(=O)[nH]c1=O
    -3% | 1.2% | -4% | 2% | -14%
20. C=CCn1c(SCC(=O)Nc2c(C)n(C)n(-c3ccccc3)c2=O)nc2scc(-c3ccccc3)c2c1=O
    -10% | 4.4% | -1% | 1% | 32%
21. O=C1C[C@H]2[C@H](CO)[C@@H](OC(=O)c3ccc(-c4ccccc4)cc3)C[C@H]2O1
    x | 2.2% | 18% | -11% | 4%
22. O=C1[C@@H](Oc2ccccc2)[C@@H](c2ccncc2)N1c1ccccc1
    -4% | i | x | x | x
23. COc1cc(/C=C2\CC/C(=C\c3cc(OC)c(O)c(OC)c3)C2=O)cc(OC)c1O
    12% | 5.2% | -5% | 1% | 16%
24. CN(C)c1nc(NC(C)(C)C)nc(NC(C)(C)C)n1
    2% | 3.5% | 2% | 10% | 72%
25. COc1ccc(CCc2cc(OC)cc(=O)o2)cc1
    -7% | 1.3% | -6% | 4% | -2%
26. CCOC1=NN(c2ccc(Cl)cc2)C(=O)/C1=C\N(C)C
    8% | 0.3% | 11% | -7% | 52%
27. CCOP(=O)(OCC)C(NC(=O)C(F)(F)F)c1ccccc1 (centres undefined)
    -5% | 0.1% | -8% | -4% | 4%
28. COc1ccc(S(=O)(=O)N2CCC3(CC2)OCCN3S(=O)(=O)c2c(C)cc(C)cc2C)cc1
    -2% | i | -3% | 5% | 0%
29. CCn1ncc(CN2CCCC(C(=O)Nc3cccc(-c4cc5ccccc5[nH]4)c3)C2)c1C (centres undefined)
    >100µM* | 0.3% | 5% | -4% | 18%
30. Cc1ccccc1C1CCCN(Cc2nc(CC3CC3)no2)C1 (centres undefined)
    -3% | 2.4% | 1% | 4% | 11%
31. Cc1ccccc1NCC(=O)N/N=C/c1c(C)c(C(=O)c2ccc(Cl)cc2)n2ccccc12
    -8% | i | -3% | -3% | -10%
32. CCOc1cc(C(=O)N(C)c2ccccc2)cc(OCC)c1OCC
    -4% | 1.0% | -4% | -2% | 1%
33. Cn1cc([N+](=O)[O-])c(C(=O)Nc2cnn(Cc3ccc(F)cc3)c2)n1
    -6% | 1.0% | -3% | -5% | 6%
34. O=C(O)c1cccc(Cn2c(Cl)c(/C=N/NC(=O)c3ccccc3O)sc2=O)c1
    -6% | 1.1% | -2% | 16% | 0%
35. CSc1ccccc1NC(=O)C1CCN(S(C)(=O)=O)CC1
    -2% | 0.1% | -1% | -8% | -2%
36. O=C(Cc1csc(-c2ccc(Cl)cc2)n1)Nc1cccc(S(=O)(=O)NC2=NCCC2)c1
    -8% | 6.2% | -5% | x | -5%
37. Cc1ccc(C2/C(=C(/O)c3ccccc3)C(=O)C(=O)N2CCN2CCOCC2)o1 (centres undefined)
    1% | i | -12% | 3% | -1%
38. CCc1cc2c(=O)n(Cc3ccco3)c(SCC(=O)N3CCCc4ccccc43)nc2s1
    3% | 7.4% | 4% | 3% | 30%
39. O=C(Nc1cccc(S(=O)(=O)N2CCOCC2)c1)c1cccc(S(=O)(=O)N2CCCC2)c1
    -12% | 6.3% | x | x | x
40. Cc1cc(CN(C)Cc2cn(C)nc2-c2ccc(Oc3ccccc3)cc2)on1
    5% | 2.7% | -5% | 0% | 8%
41. Cc1nnc(NC(=O)C2C3C=CC(O3)C2C(=O)O)s1 (centres undefined)
    x | x | -3% | -1% | 0%
42. O=C(CCC(=O)Nc1cc(C(F)(F)F)ccc1Cl)N/N=C\c1cc([N+](=O)[O-])ccc1O
    -5% | 7.3% | 6% | -9% | 26%
43. Cn1c(N)c(C(=O)COC(=O)c2cccs2)c(=O)n(C)c1=O
    4% | 1.2% | 1% | -2% | -3%
44. CC1N(C(=O)N2CCOCC2)CCN1S(=O)(=O)c1cccc(C(F)(F)F)c1 (centres undefined)
    7% | i | -9% | -2% | -3%
45. Cc1ccc(SC[C@H](CC(C)C)N2CCN(CCc3ccccc3)CCC2=O)cc1
    -5% | i | x | x | x
46. CCOC(=O)c1ccc(NC(=S)Nc2ccc(Cl)cn2)cc1
    -10% | 7.9% | 41% | 3% | 66%
47. CCN(CC(=O)Nc1cc(S(=O)(=O)N2CCOCC2)ccc1Cl)Cc1ccccc1
    -1% | 4.3% | -6% | x | 42%
48. C[C@]12CCC3C(CC[C@H]4C[C@@H](O)[C@H](O)C[C@]34C)C1CC[C@@H]2O (some centres undefined)
    8% | 2.5% | -3% | x | -8%
49. Cc1ccc(-n2ncc3c2CC(C)(C)CC3NC(=O)CCCN2CCCCC2=O)cc1 (centres undefined)
    5% | i | -3% | -10% | -3%
50. Cc1nc(NC(=O)COC(=O)C(NC(=O)c2ccco2)C(C)C)c(Cl)cc1Cl (centres undefined)
    -5% | 7.2% | -9% | -5% | 8%
51. CCC(=O)NC(Nc1cc(C)ccn1)(C(F)(F)F)C(F)(F)F
    0% | 1.3% | -3% | -6% | 3%
52. COc1ccc(CCNCC(O)COc2ccc(OC)cc2C(C)(C)C)cc1 (centres undefined)
    20% | i | u | -6% | u
53. CCCCn1c(O)c(C(CC)=Nc2ccc(OC)cc2OC)c(=O)[nH]c1=O
    -3% | 3.4% | -14% | -4% | 27%
54. CCn1nc(C(=O)Nc2ccccc2N2CCCC2)c2ccccc2c1=O
    5% | 11% | u | 3% | 27%
55. Fc1ccc(-n2[nH]nnc2=S)cc1N1CCCC1
    6% | 2.1% | -6% | -4% | -1%
56. Cc1sc(NC(=S)NC(=O)CCc2ccccc2)c(C(N)=O)c1C
    -3% | 11% | -8% | -14% | 21%
57. CS(=O)(=O)c1ccc(C(=O)CN2C(=O)NC3(CCCc4ccccc43)C2=O)cc1 (centres undefined)
    -7% | 1.1% | -6% | x | 9%
58. CC(C)C1CC(CCNCc2ccc3c(c2)OCO3)(c2ccccc2)CCO1 (centres undefined)
    6% | i | 2% | -8% | 43%
59. CC(C)Sc1cc(N2CCCC2)nc(-c2ccccc2Cl)n1
    0% | i | 11% | -4% | 11%
60. COC(=O)C(O)(c1c(C)[nH]n(-c2ccccc2)c1=O)C(F)(F)F (centres undefined)
    -2% | 0.7% | 0% | 25% | -4%

Further results follow:
Values run as follows: H1N1 NS1A inhibition | VEEV TC-83 Vero | H37Rv inhibition | PhoP GFP inhibition | M. tuberculosis
61. O/N=C(/Cc1ccccn1)c1ccccc1
    -12% | 1.5% | -7% | 15% | -9%
62. CCOC(=O)c1ccc(S(=O)(=O)N2CC(=O)Nc3ccccc32)cc1
    -6% | 0.9% | 7% | 13% | 7%
63. Cc1ccc(-c2nsc(SCC(=O)NCC3CCCO3)n2)cc1 (centres undefined)
    7% | 3.0% | u | 7% | u
64. O=S1(=O)[C@H]2C[C@@H]3C=C[C@@]2(CN1Cc1cccc(F)c1)O3
    5% | i | -7% | 1% | -8%
65. C[C@@H]([C@@H](O)c1ccccc1)N(C)C(=O)Cc1ccccc1
    13% | 0.0% | -17% | -3% | -14%
66. CCn1c(C(O)c2cccc(OC)c2OC)nc2ccccc21 (centres undefined)
    -1% | 3.6% | 1% | -3% | 10%
67. Cc1ccc(N=C2SC(C(=O)Nc3ccc(OC(F)(F)F)cc3)C(N)=C2C(=O)Nc2c(C)cc(C)cc2C)cc1 (centres undefined)
    -2% | 6.6% | 1% | -8% | 16%
68. O=C(CCc1ccc(S(=O)(=O)NC2CCCCC2)cc1)NCc1ccccc1
    8% | 0.2% | 17% | 3% | -6%
69. Cc1cccc(N2CCN(c3cc(C)nc4nnnn34)CC2C)c1 (centres undefined)
    2% | 0.3% | -1% | 1% | 7%
70. COc1ccc(OCc2nc3c4cc(OC)c(OC)cc4nc(=S)n3[nH]2)cc1
    -2% | 0.2% | 12% | -10% | -40%
71. CCO[C@@H]1OC(C(=O)Nc2ccccc2)=C[C@H](c2coc3ccccc3c2=O)[C@H]1CCCO
    -3% | 0.6% | 27% | -6% | 17%
72. Cc1cccc(C2=NN(c3ccc(Br)cc3)[C@@H](C(=O)N3CCOC3=O)[C@@H]2c2ccc(Cl)cc2)c1
    -41% | 0.4% | x | x | x
73. CCOC(=O)N1CCN(C(=O)c2ccc3c(=O)n(CCc4ccccc4)c(=O)[nH]c3c2)CC1
    8% | 5.0% | 2% | -7% | 53%
74. O=C(COC(=O)CNC(=O)c1ccccc1F)NC1CC1
    6% | 1.0% | 4% | x | 2%
75. CCOC(=O)c1cnc(-n2nc(C)cc2C)nc1N1CC(C)OC(C)C1 (centres undefined)
    -14% | 2.6% | 40% | -8% | 32%
76. NNC(=O)[C@H]1C[C@@H]1c1ccccc1
    -5% | 0.8% | -3% | -4% | -7%
77. CCOC(=O)c1cc2c(c(CCO)n1)[C@@H](CCO)N(S(=O)(=O)C(C)(C)C)C2
    -18% | 0.9% | x | x | x
78. COc1ccc(/C(N)=N/OC(=O)Cc2cccs2)cc1
    26% | 0.4% | 1% | -5% | 69%
79. COc1ccc(CC(=O)OCC(=O)Nc2ncc(Cl)c(C)c2Cl)cc1
    11% | 5.2% | x | x | x
80. Cc1cc(NC(=O)CCN2C(=O)C3C4C=CC(C4)C3C2=O)c2ccccc2n1 (centres undefined)
    0% | i | 7% | -13% | -4%
81. Cc1cc(NC(=O)COC(=O)c2ccccc2O)no1
    -5% | 0.9% | -3% | x | 32%
82. CC(C(=O)Nc1ccc(S(=O)(=O)N2CCCC2)cc1)N(C)Cc1ccc(F)cc1 (centres undefined)
    -5% | 0.6% | 67% | x | 56%
83. CN(Cc1nccn1C)C(=O)c1cc(COc2ccc3ncccc3c2)on1
    2% | i | -1% | 5% | -2%

Complete entries, looked up by structure. Order of screens: H1N1 NS1A inhibition | VEEV TC-83 Vero | H37Rv inhibition | PhoP GFP inhibition | M. tuberculosis
O=S1(=O)[C@H]2C[C@@H]3C=C[C@@]2(CN1Cc1cccc(F)c1)O3 reads 5% | i | -7% | 1% | -8%
CCOC(=O)c1cnc(-n2nc(C)cc2C)nc1N1CC(C)OC(C)C1 (centres undefined) reads -14% | 2.6% | 40% | -8% | 32%
Cc1cccc(N2CCN(c3cc(C)nc4nnnn34)CC2C)c1 (centres undefined) reads 2% | 0.3% | -1% | 1% | 7%
O=C(CCc1ccc(S(=O)(=O)NC2CCCCC2)cc1)NCc1ccccc1 reads 8% | 0.2% | 17% | 3% | -6%
CN(Cc1nccn1C)C(=O)c1cc(COc2ccc3ncccc3c2)on1 reads 2% | i | -1% | 5% | -2%
